# From PubChem
# RAD54 inh: inhibitors of human RAD54 branch migration, primary screen, biochemical, fluorescence, single point | hit rate 0.14% among 360,000 | AID 602329, 2012 | RAD54 Holliday junction branch migration, FAM/BHQ fluorescence | inhibition, % at 10.4 µM;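 active = mean normalized replicate activity at least 40 and at least half of replicates scoring 40 or more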;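 also: 0% = median of neutral control wells and 100% = median of positive control wells; inhibitors cause a drop in the FAM fluorescence signal; in these data hits start at about 50%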
# Cneo AK release: Cryptococcus neoformans cell lysis inducers, primary screen, AK release luminescence, single concentration. C. neoformans lysis, adenylate kinase release luminescence, 4 h; normalised: neutral wells 0, clomiphene wells 100. lysis activity, % at 15 µM. hit rate 0.2% among 360,000. AID 651654, 2012;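 active = mean lysis activity across replicates of at least 80%, whatever share of replicates individually reach that level; inactive = mean lysis activity below 80%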
#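 Assay system: Cryptococcus neoformans yeast cells / Dosing: single-point compound dose / Timing: 4 h at 37 °C static, read 1 h later / Measured by: luminescence of released adenylate kinase using an AK detection reagent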
# RAD52 inh: RAD52 DNA annealing inhibitors, primary screen, biochemical, FRET, single point, set 2; DNA repair protein RAD52 homolog (Homo sapiens), P43351; recombinant RAD52 DNA annealing, FRET fluorescence; inhibition, % at 18.7 µM; hit rate 0.46% among 360,000;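 active = every replicate showing at least 50% inhibition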
# PglD DTNB: C. jejuni PglD acetyltransferase inhibitors, primary screen, biochemical, DTNB colorimetric, single point | UDP-N-acetylbacillosamine N-acetyltransferase PglD (Campylobacter jejuni) | purified PglD enzyme, DTNB colorimetric CoA detection | inhibition, % at 12.5 µM | hit rate 0.098% among 360,000 | AID 602405, 2012; in the data active = inhibition above about 16%, passing the limit was not always enough; also: strong numbers were not always called active
# PGC1a acetyl inh: inhibitors of PGC1a acetylation signal, primary screen, cell-based, U2OS, AlphaScreen, inhibitor mode | AlphaScreen anti-acetyl-lysine; with virally co-expressed GCN5 acetyltransferase | inhibition, % at 15.6 µM | hit rate 0.17% among 350,000 | AID 651687, 2012;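 active = every replicate shows inhibition of at least 40%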;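 also: 0% = neutral control wells and 100% = positive control wells; some results beyond the cut were filed as inactive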
# ERAP1 inh: human ERAP1 aminopeptidase inhibitors, primary screen, biochemical, single point, plate reader. Endoplasmic reticulum aminopeptidase 1 (Homo sapiens), Q9NZ08. inhibition, % at 10.7 µM. recombinant ERAP1, Leu-AMC fluorescence, 60 min. AID 652197, 2013. hit rate 0.15% among 340,000;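 active = mean replicate inhibition of at least 30%, or all replicates individually reaching that 30% level; inactive = mean below 30% and not every replicate reaching it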;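 also: 0% = neutral control wells and 100% = L-leucinethiol positive control wells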
# Target sequence (Q9NZ08 whole entry, looked up): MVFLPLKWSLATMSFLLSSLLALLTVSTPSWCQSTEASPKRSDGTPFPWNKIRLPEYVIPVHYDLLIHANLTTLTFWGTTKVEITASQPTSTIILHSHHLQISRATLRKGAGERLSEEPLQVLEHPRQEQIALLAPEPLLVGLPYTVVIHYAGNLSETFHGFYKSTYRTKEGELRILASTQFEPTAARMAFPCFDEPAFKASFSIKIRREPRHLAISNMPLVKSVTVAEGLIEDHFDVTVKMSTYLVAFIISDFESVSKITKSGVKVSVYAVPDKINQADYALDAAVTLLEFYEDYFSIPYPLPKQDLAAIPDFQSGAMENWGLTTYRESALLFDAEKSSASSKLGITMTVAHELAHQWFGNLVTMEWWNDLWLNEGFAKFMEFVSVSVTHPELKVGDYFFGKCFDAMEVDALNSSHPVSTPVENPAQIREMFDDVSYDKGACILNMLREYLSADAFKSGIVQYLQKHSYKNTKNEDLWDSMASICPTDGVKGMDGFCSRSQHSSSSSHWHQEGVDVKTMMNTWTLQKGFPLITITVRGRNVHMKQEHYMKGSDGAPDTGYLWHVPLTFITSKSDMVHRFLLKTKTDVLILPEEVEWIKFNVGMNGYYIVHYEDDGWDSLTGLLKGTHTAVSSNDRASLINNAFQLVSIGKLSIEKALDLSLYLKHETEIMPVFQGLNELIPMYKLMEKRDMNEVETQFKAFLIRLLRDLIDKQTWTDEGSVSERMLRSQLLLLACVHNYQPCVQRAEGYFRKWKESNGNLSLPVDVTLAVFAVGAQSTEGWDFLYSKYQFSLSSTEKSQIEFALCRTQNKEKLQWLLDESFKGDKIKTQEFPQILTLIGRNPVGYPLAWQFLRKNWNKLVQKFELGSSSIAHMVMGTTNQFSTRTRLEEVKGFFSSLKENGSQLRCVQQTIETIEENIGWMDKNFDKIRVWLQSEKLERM
# E-sel inducer: E-selectin induction in HUVECs, primary screen, imaging, HUVEC, immunofluorescence imaging, single point | P16581 | normalized: neutral wells 0, TNF-alpha wells 100 | hit rate 0.37% among 260,000 | activation, % at 7.58 µM;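 active = mean E-selectin-positive cell signal at least 10% of the positive control, reached in at least 60% of replicates, without over 20% cell loss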;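 also: in these data hits start at about 27%; measured in HUVEC primary endothelial cells; signal is the percent of cells scored E-selectin positive by PE staining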
#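 Test system: HUVEC | Signal: Immunofluorescence imaging | Read-out: Percent E-selectin-positive cells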
# miR122 inh: miR-122 Renilla sensor signal increase in Huh7, primary screen, miR-122 inhibitor project, cell-based, single point, plate reader | Huh7 miR-122 Renilla luciferase sensor, 48 h; neutral wells = 0, positive control = 100 | activation (reporter increase), % at 12.5 µM | hit rate 0.3% among 340,000;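 active = mean replicate activation score at least 90 and every replicate individually at or above 90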;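 also: higher luciferase means less miR-122 activity so hits act as miR-122 inhibitors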
# An asterisk follows results filed as active; . = no result given; & = joins results of further samples; [ ] = another dose, or the depositor's remark.
# The first 2 entries as a preview:
SMILES,RAD54 inh,Cneo AK release,RAD52 inh,PglD DTNB,PGC1a acetyl inh,ERAP1 inh,E-sel inducer,miR122 inh
CCN1CCN(CC(=O)Nc2cccc(C)c2)C(=O)C1=O,14,-1,-9,-2,4,0,0.4,2
COc1ccc(OC)c(S(=O)(=O)Nc2ccc(C)c(C)c2)c1,1,-1,.,-1,-18,.,.,88

# All compounds of this part, from the first entry:
SMILES,RAD54 inh,Cneo AK release,RAD52 inh,PglD DTNB,PGC1a acetyl inh,ERAP1 inh,E-sel inducer,miR122 inh
CCN1CCN(CC(=O)Nc2cccc(C)c2)C(=O)C1=O,14,-1,-9,-2,4,0,0.4,2
COc1ccc(OC)c(S(=O)(=O)Nc2ccc(C)c(C)c2)c1,1,-1,.,-1,-18,.,.,88
CC(=O)Nc1ccc(N2C(=O)c3ccc(S(=O)(=O)c4ccc(C(=O)O)cc4)cc3C2=O)cc1,-7,-2,-14,2,2,3,.,9
COc1ccccc1NS(=O)(=O)c1cccc(C(=O)NCC(c2ccco2)N2CCCCC2)c1 (configuration not stated),2,5,-9,1,0,1,.,-5
CCn1c(COC(=O)CNC(=O)c2ccccc2F)nc2cc(S(=O)(=O)N(C)C)ccc21,-5,-1,-3,2,.,-2,0.0,-5
CCOc1ccccc1C(=O)Nc1cccc(-c2ccc(N3CCOCC3)nn2)c1,2,.,-13,-3,-2,0,.,5
CCCNC(=O)c1ccc(N2CCC3(CC2)CC(c2cccc(Br)c2)=NO3)c(NC(=O)c2cccc(OC)c2)c1,4,-1,-18,0,-7,-3,-0.7,0
CC1CCCCC1NC(=S)NC(=O)c1ccccc1Cl (configuration not stated),-8,40,1,-1,6,-1,.,-1
CC1CCN(c2ccccc2NC(=O)c2ccc(N3CCOCC3)c([N+](=O)[O-])c2)CC1,-4,-1,-14,7,-4,1,.,.
O=C(COc1ccccc1)N1CCN(C(=O)c2cccs2)CC1,-2,3,.,-1,-1,.,.,-5
COc1ccc(S(=O)(=O)N(C)C[C@@H]2OCCCC[C@@H](C)Oc3ccc(NC(=O)NC4CCCCC4)cc3C(=O)N([C@@H](C)CO)C[C@H]2C)cc1,2,-4,-31,-8,-2,3,.,-9[16.7 µM]
CCn1c(CCNS(=O)(=O)c2ccccc2Br)nnc1SC,-3,-7,-9,-4,.,-1,.,.
CCOCCCNC(=O)Cn1cc2c(n1)CCCCC2,6,0,-12,0,0,-4,.,4
Cc1ccc(S(=O)(=O)N(C)C)cc1NC(=O)COc1cccc(-n2cnnn2)c1,5,-1,-13,2,1,0,-0.2,9
CCOc1c2ccc(C(=O)NC3CCCc4ccccc43)cc2nn1CC (configuration not stated),-3,-1,-16,1,.,-3,-0.6,26
CCOc1cc(C(=O)NC(C)c2ccncc2)cc(OCC)c1OCC (configuration not stated),2,0,.,-4,10,.,.,-1
C[C@@H](NC(=O)C[C@H]1C=C[C@@H](NC(=O)C2CCOCC2)[C@H](CO)O1)c1ccccc1,-2,-4,-4,2,-4,-2,0.6,.
COC(=O)c1sccc1NC(=O)c1ccc(OC)cc1,1,-2,.,-2,4,.,.,6
CCOc1cc(C(=O)OCc2cccc(OC)c2OC)ccc1OCC(=O)N1CCOCC1,8,-1,-15,-1,-19,-1,.,-2
O=[N+]([O-])c1ccc(N2CCc3ccccc3C2)cc1,-3,-5,-26,0,13,-3,.,-9
Cn1nc(C(C)(C)C)cc1C(=O)N1CCCCC1c1cc(C(=O)Nc2cccc3c2CCCC3)no1 (configuration not stated),1,4,-2,-4,2,0,-0.3,-11
C[C@H](CO)N1C[C@H](C)[C@@H](CN(C)Cc2ccc(C(F)(F)F)cc2)Oc2ccc(NC(=O)Nc3cccc4ccccc34)cc2CC1=O,2,-2,30,1,-2,1,.,-6[16.7 µM]
CC(C)C#Cc1ccc2c(c1)O[C@@H](CN(C)C(=O)c1cccnc1)[C@H](C)CN([C@@H](C)CO)S2(=O)=O,-12,1,13,-2,1,-2,0.0,0[16.7 µM]
Nc1nc(NCC2CCCO2)nc(Nc2cccc(Cl)c2)c1[N+](=O)[O-] (configuration not stated),-2,1,-11,4,.,-3,.,2
CCNS(=O)(=O)c1ccc(NC(=O)c2c(-c3ccccc3)noc2C)cc1,.,.,-3,.,8,1,.,3
C[C@H]1CN([C@@H](C)CO)C(=O)c2cccc(NS(=O)(=O)c3cn(C)cn3)c2O[C@H]1CN(C)Cc1ccccc1,7,-5,4,2,.,-2,0.1,-1[16.7 µM]
CCn1c(SCC(N)=O)nc2ccccc2c1=O,-6,12,-5,4,0,11,.,.
C=CCN(CC=C)S(=O)(=O)c1ccc(NC(=S)NC(=O)C2CC2)cc1,16,8,-21,0,-8,0,-1.2,54
Cc1n[nH]c(=S)c2nn(-c3ccccc3F)c(C)c12,-4,-1,.,0,0,.,.,-6
CSc1nnc2c(n1)OC(c1ccccn1)N(C(C)=O)c1ccccc1-2 (configuration not stated),11,1,3,2,.,-1,.,0
COCCNC(=O)C[C@H]1CC[C@@H]2[C@@H](COc3ccc(NC(=O)Nc4ccccc4)cc3C(=O)N2C)O1,-1,1,-1,-5,4,0,0.0,6[16.7 µM]
COc1ccc(NC(=O)Nc2ccc3c(c2)C(=O)N([C@@H](C)CO)C[C@@H](C)[C@@H](CN(C)Cc2ccc4c(c2)OCO4)OCCCC[C@@H](C)O3)cc1,3,0,1,-1,7,2,0.2,-1[16.7 µM]
CCN1CCN(Cc2ccc(NC(=O)c3ccc(C)c(NC(=O)c4ccc5n[nH]nc5c4)c3)cc2C(F)(F)F)CC1,1,26,-11,-1,.,0,-0.2,.
CC(=O)Nc1ccc(N2C(=O)c3cccc4c(O)ccc(c34)C2=O)cc1,-12,-1,-155,2,.,4,.,.
CCOc1ccc(S(=O)(=O)n2cc(F)c(=O)[nH]c2=O)cc1,.,.,-18,.,-26,11,.,3
Cc1noc(C)c1S(=O)(=O)N(C)C[C@H]1Oc2ccc(NS(=O)(=O)c3ccc(Cl)cc3)cc2CC(=O)N([C@@H](C)CO)C[C@@H]1C,2,-3,-3,1,-1,-1,-0.2,1[16.7 µM]
COc1ccccc1CNC(=O)CN1C(=O)c2ccc([N+](=O)[O-])cc2C1=O,1,1,-2,5,-2,2,.,-9
Cc1ccc(SCC(=O)Nc2nnc(-c3ccco3)o2)cc1,8,0,-26,3,.,-1,0.4,.
COc1ccccc1N1CCN(CC(=O)Nc2ccc(-n3cnnn3)cc2)CC1,-3,-1,-16,0,-13,1,.,0
CCCNC(=O)c1onc(CSc2ccc(Cl)cc2)c1C(=O)NCC1CC1,-11,-9,2,4,.,-3,.,.
Cc1ccc(NC(=S)N2CCC(C(=O)c3ccc(F)cc3)CC2)cc1C,2,12,-16,2,.,0,0.0,.
O=c1cc(O)nc2n1CCCS2,-3,-2,.,2,10,.,.,0
O=C(NCC[C@@H]1CC[C@H](NC(=O)c2cccnc2)[C@H](CO)O1)Nc1ccc(F)cc1,2,64,12,3,3,1,-1.6&-2.0,.
CC(C)NC(=O)c1ccc2sc([C@H]3C[C@H](O)[C@@H](CO)O3)nc2c1,2,2,-6,-2,-3,2,-0.1,-4
NC(=O)c1cccc2c1C(=O)N(C1CCCCC1)C2,-8,0,-7,-3,14,7,3.6,-3
COc1ccc(C(=O)NCc2nnc(SCC(=O)N3CCCCC3)o2)cc1,.,.,-7,.,-5,2,-0.1,.
COc1cc(CN(C2CC2)S(=O)(=O)c2ccccc2Br)cc(OC)c1,-8,3,-3,5,-11,2,0.1,17
COCCCNC(=O)Cn1cc(C(=O)c2cccs2)c2ccccc21,8,4,.,-8,2,.,.,-3
CCc1nnc(NC(=O)Nc2ccc(OC)cc2)s1,-5,1,.,-2,-1,.,.,2
Cc1csc(NC(=O)c2ccncc2)n1,-1,-1,-1,-2,-2,.,0.2,5
O=C(NNC(=O)C1CCCC1)c1ccc(F)cc1,-2,0,-4,-1,10,-3,.,2
Cc1noc(C)c1S(=O)(=O)Nc1ccc2c(c1)C(=O)N([C@@H](C)CO)C[C@H](C)[C@H](CN(C)C(=O)CCC(F)(F)F)OCCCC[C@H](C)O2,7,-1,7,1,-2,0,-0.2,2[16.7 µM]
COc1ccccc1NC(=O)N1CCCCN2[C@@H](CO)[C@@H](c3ccc(C#Cc4ccccc4)cc3)[C@@H]2C1,-12,3,-16,-4,-34,0,1.9,2[16.7 µM]
O=C(CCCCC(=O)N1CCOCCOCCOCC1)OCc1ccccc1,.,.,-2,.,17,4,5.7,.
C[C@H](CO)N1C[C@H](C)[C@@H](CN(C)Cc2ccncc2)Oc2ccc(NC(=O)Nc3ccc(F)cc3)cc2C1=O,-2,4,20,5,3,.,-1.1,-6[16.7 µM]
N#C[C@H]1[C@H](c2ccccc2C2=CCCC2)[C@H](CO)N1C(=O)NC1CCCCC1,.,.,-9,.,8,3,-0.1,.
Cc1c(N)cc(S(=O)(=O)O)cc1NC(=O)c1cccc([N+](=O)[O-])c1,-9,1,-20,-2,3,0,0.1,.
CCOc1ccc(C(=O)Nc2ccccc2N2CCN(C(=O)c3ccccc3)CC2)cc1[N+](=O)[O-],0,4,8,2,-14,0,-0.1,.
O=C(NC1c2ccccc2-c2ccccc21)N1CCOCC1,-14,-1,-13,7,6,-2,.,1
CC1(C)NC(C(=O)O)Cc2c1[nH]c1ccccc21 (configuration not stated),-3,-1,-17,4,-1,13,.,.

# Reprinted at random: 4 records from the list
SMILES,RAD54 inh,Cneo AK release,RAD52 inh,PglD DTNB,PGC1a acetyl inh,ERAP1 inh,E-sel inducer,miR122 inh
O=C(NCC[C@@H]1CC[C@H](NC(=O)c2cccnc2)[C@H](CO)O1)Nc1ccc(F)cc1,2,64,12,3,3,1,-1.6&-2.0,.
CC(C)NC(=O)c1ccc2sc([C@H]3C[C@H](O)[C@@H](CO)O3)nc2c1,2,2,-6,-2,-3,2,-0.1,-4
Cc1noc(C)c1S(=O)(=O)Nc1ccc2c(c1)C(=O)N([C@@H](C)CO)C[C@H](C)[C@H](CN(C)C(=O)CCC(F)(F)F)OCCCC[C@H](C)O2,7,-1,7,1,-2,0,-0.2,2[16.7 µM]
COc1cc(CN(C2CC2)S(=O)(=O)c2ccccc2Br)cc(OC)c1,-8,3,-3,5,-11,2,0.1,17

# Continuation.
SMILES,RAD54 inh,Cneo AK release,RAD52 inh,PglD DTNB,PGC1a acetyl inh,ERAP1 inh,E-sel inducer,miR122 inh
COc1cc(C(=O)Nc2ccccc2N2CCN(S(C)(=O)=O)CC2)cc(OC)c1OC,11,-2,.,5,-2,.,.,0
Fc1ccc(C2c3[nH]c4ccccc4c3CCN2CCCn2cccn2)cc1 (configuration not stated),-6,-3,-12,-2,4,-7,0.6,3
CCCCN(C(=O)c1cnc2n(c1=O)CCS2)c1ccccc1,-13,0,-5,3,-1,5,.,-4
Cc1cccc(-c2c3c(=O)n(C)c(=O)n(C)c3cn2C(C)(C)C)c1,-6,-1,.,-3,5,.,.,10
CCOC(=O)CNC(=O)C1CCN(S(=O)(=O)c2ccc(-c3nn[nH]n3)cc2)CC1,0,-3,-4,9,1,-3,-0.2,-1
CC(C)COc1ccc(C/C(N)=N/n2cnnc2)cc1,6,1,-11,-3,3,3,.,-3
CCCNC(=O)C[C@H]1CC[C@@H]2[C@H](COC[C@@H](O)CN2CC2CCCCC2)O1,2,-1,-13,-1,-2,-1,-0.1,-3[16.7 µM]
